FAS TE block: FAS thioesterase domain inhibitors, primary screen, biochemical, fluorescence intensity, uHTS | Fatty acid synthase (Homo sapiens), P49327 | recombinant FAS-TE, OMFH fluorogenic substrate, fluorescence endpoint | inhibition, % at 15 µM | 360,000 compounds, 0.67% hits;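 active = compounds whose normalised, plate-corrected inhibition of enzyme fluorescence in the single-dose primary screen is 50% or more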;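 also: 0% = DMSO with enzyme and 100% = substrate without enzyme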
Neddylation inh: inhibitors of cullin neddylation, primary screen, biochemical, TR-FRET, uHTS, NAE and Ubc12. calls only at 25 µM. 360,000 compounds, 0.58% hits; in the data active = inhibition above about 36%
E coli Lon inh: inhibitors of E. coli Lon protease, primary screen, biochemical, fluorescence polarization | inhibition, % at 7.94 µM | purified E. coli Lon protease | AID 602123, 2011 | 360,000 compounds, 0.42% hits | P0A9M0; in the data active = inhibition above about 13%, passing the limit was not always enough;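 also: 0% = enzyme with probe and DMSO and 100% = no enzyme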
Rin1-Abl PPI inh: inhibitors of Rin1-Abl protein binding, primary screen, biochemical, TR-FRET | inhibition, % at 7.35 µM | 360,000 compounds, 0.4% hits | AID 588664, 2011; in the data active = inhibition above about 5%, passing the limit was not always enough
bovine MsrA act: bovine MsrA enzyme activators, primary screen, biochemical, absorbance, HTS. purified bovine MsrA, absorbance read-out. activation, % at 10.6 µM. 360,000 compounds, 0.3% hits. AID 602163, 2012; in the data active = activation above about 7.5%;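 also: 0% = vehicle and 100% = reference activator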
PABP1 MLLE inh: inhibitors of PABP1 MLLE–PAM2 peptide binding, primary screen, biochemical, fluorescence polarization, FITC-PAM2, GST-MLLE. Polyadenylate-binding protein 1 (Homo sapiens), P11940. inhibition, % at 20 µM. 360,000 compounds, 0.36% hits; in the data active = inhibition above about 35%, passing the limit was not always enough;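 also: plate controls were DMSO wells with GST-MLLE for no effect and wells lacking GST-MLLE protein for full effect; some results filed as inactive read as strong as hits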
MT1-MMP act inh: blockers of MT1-MMP proenzyme processing, primary screen, HT1080 RFP-PRO-GFP cells, GFP/RFP fluorescence | Matrix metalloproteinase-14 (Homo sapiens), P50281 | GFP/RFP ratio fluorescence, overnight; percent of plate control window, DMSO zero | GFP/RFP ratio change, % at 20 µM | 360,000 compounds, 0.061% hits | AID 651647, 2012;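 active = GFP/RFP ratio change of at least 30% with cell ATP level not reduced by more than half and red fluorescence within 50% of control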; also: strong numbers were not always called active
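Read-out: GFP/RFP fluorescence ratio; Test system: RFP-PRO-GFP reporter HT1080 cells; Compound dosing: single-point 20 µM compound, 1% DMSO; Times: overnight compound exposure at 37 °C.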
CendR NRP1 mod: modulators of CendR peptide binding to NRP-1, primary screen, biochemical, fluorescence polarization, uHTS | Neuropilin-1 (Homo sapiens), O14786 | FAM-RPARPAR peptide binding to NRP-1 | inhibition, % at 25 µM | 360,000 compounds, 0.85% hits;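 active = inhibition or corrected inhibition above about 18%, plus a signal ratio from 0.5 to 1.5, limit read from the data, passing the limit was not always enough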; also: strong numbers were not always called active
SKN-1 inh: suppressors of acrylamide-induced Pgst-4::GFP reporter in worms, primary screen, SKN-1 inhibitor project, whole organism, uHTS, GFP/RFP fluorescence ratio, strain VP596 | C. elegans VP596 Pgst-4::GFP/RFP ratio, 24 h | inhibition, % at 21.8 µM | 360,000 compounds, 0.49% hits | AID 624304, 2012;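 active = interference check ratio from 0.5 to 1.5 plus GFP to RFP signal ratio inhibition reaching or exceeding a fixed threshold, cut at about 30% in these data, passing the limit was not always enough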; also: some compounds called inactive have numbers as strong as hits
Starred values were filed as active, the others as inactive; i = inactive; . = not tested or not shown.

SMILES | FAS TE block | Neddylation inh | E coli Lon inh | Rin1-Abl PPI inh | bovine MsrA act | PABP1 MLLE inh | MT1-MMP act inh | CendR NRP1 mod | SKN-1 inh
CC(O)CNc1nc2c(c(=O)n(Cc3ccccc3)c(=O)n2C)n1C (configuration not stated) | -2 | i | 2 | 4 | -1 | 5 | 3 | -4 | 14
CCOC(=O)C(C(=O)c1ccccc1)C(c1ccccc1)c1nccc2ccccc12 (configuration not stated) | 24 | i | -5 | -5 | -1 | -4 | -5 | -4 | -4
CCCCn1c(SCC(=O)NCc2ccc(OC)c(C(=O)O)c2)nc2cc(S(N)(=O)=O)ccc21 | -6 | i | -1 | 4 | -3 | -23 | -5 | 17 | -4
O=C(NCO)c1cccnc1 | -6 | i | -5 | 5 | -7 | 5 | 0 | 5 | 1
Cc1cccc(NC(=O)NCC(F)(F)F)n1 | -7 | i | 27* | 0 | -2 | 2 | -3 | -11 | 18
N#Cc1ccc(S(=O)(=O)N2CCN(CN3C(=O)CC4(CCCC4)C3=O)CC2)cc1 | -7 | i | -7 | 2 | 0 | -2 | -1 | -4 | 16
CCc1[nH]nc2c1C(c1ccsc1)C(C#N)=C(N)O2 (configuration not stated) | -8 | i | 0 | -2 | -1 | 1 | -3 | 11 | 12
Cc1cc([N+](=O)[O-])nn1CC(=O)N1N=C(C(F)F)CC1(O)C(F)F (configuration not stated) | -4 | i | 6 | -2 | -3 | 3 | -2 | -10 | 6
COc1cccc(-c2sc3ccccc3c2-c2ccc(OCCN(C)C)cc2)c1 | 28 | i | 5 | 3 | 1 | 16 | 4 | 9 | 8
O=C(NC1CCCCC1)C(c1ccccc1)n1c(=O)c(-c2cc3ccccc3[nH]2)nc2ccccc21 (configuration not stated) | . | . | . | . | . | . | -10 | -7 | 6
COc1ccc(CNC(=O)COC(=O)/C=C/c2cccc(Br)c2)cc1 | -5 | i | 3 | -4 | -2 | -15 | -6 | 2 | -3
CCCCN1C(C(=O)Nc2ncccn2)=C(O)c2ccccc2S1(=O)=O | -7 | i | 4 | -1 | -3 | 5 | -3 | -4 | 2
Cc1ccc(CN(c2ccc(C(=O)NCc3ccc4c(c3)OCO4)cc2)S(C)(=O)=O)cc1 | 14 | i | -4 | 0 | -1 | 2 | -2 | -2 | 17
C=C(C)CN(CC)c1nc(N)c2c(N)nc3c(c2c1C#N)CC(=O)N3C12CC3CC(CC(C3)C1)C2 | 0 | i | 21 | -1 | -2 | -14 | -24 | -18 | 14
COCC(=O)OCC(=O)Nc1ccccc1-c1ccccc1 | -5 | i | -1 | -1 | -1 | -11 | -1 | 5 | -2
CCN(C(=O)COC(=O)COc1ccccc1Cl)c1c(N)n(Cc2ccccc2)c(=O)[nH]c1=O | -1 | i | 4 | 7 | 0 | 8 | 1 | 5 | 5
O=C(CSc1nc(O)cc(=O)n1-c1ccccc1)NCc1ccccc1 | -2 | i | -2 | 2 | -5 | 0 | -1 | -12 | 2
CC(=O)Nc1ccc(NC(=O)COC(=O)c2cc(S(=O)(=O)N(C)C)ccc2N2CCCC2)cc1 | -5 | i | 8 | 1 | -8 | -3 | 3 | 5 | 5
COCC(C)NC(=O)C1CC(c2cccc(Br)c2)=NO1 (configuration not stated) | -6 | i | -12 | 1 | -9 | 11 | -1 | -2 | -7
COc1ccc(C(=O)N2CCCC(CCC(=O)NCc3ccccc3F)C2)c(OC)n1 (configuration not stated) | -3 | i | 2 | 1 | 0 | 6 | 4 | -1 | 2
Cc1ccnc(NS(=O)(=O)c2ccc(NC(=O)c3ccc(Cl)cc3[N+](=O)[O-])cc2)n1 | -9 | i | 1 | -1 | -6 | -1 | 4 | -12 | -13
CCOc1ccccc1-n1c(CNc2ccc(F)cc2)nnc1SCC(=O)NCc1ccco1 | -3 | i | 3 | 1 | -1 | -25 | 1 | 18 | -2
CC1(C)CC(=O)C2=C(C1)Nc1ccccc1NC2c1cccc(F)c1 (configuration not stated) | -3 | i | 3 | -2 | -4 | 10 | -1 | -12 | -9
Cc1c(NS(=O)(=O)c2cc(C(=O)NCc3cccc(Cl)c3)ccc2Cl)c(=O)n(-c2ccccc2)n1C | 16 | i | 1 | -2 | -5 | 0 | 2 | 20 | -8
COc1ccc(N2CCN(C(CNC(=O)C(=O)NCC(OC)OC)c3ccco3)CC2)cc1 (configuration not stated) | -1 | i | -3 | -5 | -2 | -9 | 4 | 8 | 17
O=C(NCc1nnnn1-c1ccccc1)c1ccc2ccccc2c1 | 0 | i | 4 | -4 | -1 | 6 | 3 | -2 | 12
COc1cc2c(cc1OC)C(c1ccccc1Cl)N(C)CC2 (configuration not stated) | -1 | i | 3 | -1 | -2 | 7 | -3 | -3 | 13
Cc1cc(C(=O)Nc2cccc3ccccc23)oc1C | -6 | i | -4 | 4 | -2 | -1 | 1 | -3 | 22
Cc1ccc(S(=O)(=O)N2CCN(C(=O)c3ccc4c(c3)OCO4)CC2)cc1 | 4 | i | 3 | 4 | -6 | 0 | 1 | 11 | 1
CCOc1ccccc1NC(=O)C1CCCC1 | -6 | i | 5 | -2 | -9 | 3 | 4 | -5 | 1

For convenience, part of the list above.
SMILES | FAS TE block | Neddylation inh | E coli Lon inh | Rin1-Abl PPI inh | bovine MsrA act | PABP1 MLLE inh | MT1-MMP act inh | CendR NRP1 mod | SKN-1 inh
C=C(C)CN(CC)c1nc(N)c2c(N)nc3c(c2c1C#N)CC(=O)N3C12CC3CC(CC(C3)C1)C2 | 0 | i | 21 | -1 | -2 | -14 | -24 | -18 | 14
COCC(=O)OCC(=O)Nc1ccccc1-c1ccccc1 | -5 | i | -1 | -1 | -1 | -11 | -1 | 5 | -2
CCN(C(=O)COC(=O)COc1ccccc1Cl)c1c(N)n(Cc2ccccc2)c(=O)[nH]c1=O | -1 | i | 4 | 7 | 0 | 8 | 1 | 5 | 5
O=C(CSc1nc(O)cc(=O)n1-c1ccccc1)NCc1ccccc1 | -2 | i | -2 | 2 | -5 | 0 | -1 | -12 | 2
CC(=O)Nc1ccc(NC(=O)COC(=O)c2cc(S(=O)(=O)N(C)C)ccc2N2CCCC2)cc1 | -5 | i | 8 | 1 | -8 | -3 | 3 | 5 | 5
COCC(C)NC(=O)C1CC(c2cccc(Br)c2)=NO1 (configuration not stated) | -6 | i | -12 | 1 | -9 | 11 | -1 | -2 | -7
COc1ccc(C(=O)N2CCCC(CCC(=O)NCc3ccccc3F)C2)c(OC)n1 (configuration not stated) | -3 | i | 2 | 1 | 0 | 6 | 4 | -1 | 2
Cc1ccnc(NS(=O)(=O)c2ccc(NC(=O)c3ccc(Cl)cc3[N+](=O)[O-])cc2)n1 | -9 | i | 1 | -1 | -6 | -1 | 4 | -12 | -13
CCOc1ccccc1-n1c(CNc2ccc(F)cc2)nnc1SCC(=O)NCc1ccco1 | -3 | i | 3 | 1 | -1 | -25 | 1 | 18 | -2
CC1(C)CC(=O)C2=C(C1)Nc1ccccc1NC2c1cccc(F)c1 (configuration not stated) | -3 | i | 3 | -2 | -4 | 10 | -1 | -12 | -9
Cc1c(NS(=O)(=O)c2cc(C(=O)NCc3cccc(Cl)c3)ccc2Cl)c(=O)n(-c2ccccc2)n1C | 16 | i | 1 | -2 | -5 | 0 | 2 | 20 | -8
COc1ccc(N2CCN(C(CNC(=O)C(=O)NCC(OC)OC)c3ccco3)CC2)cc1 (configuration not stated) | -1 | i | -3 | -5 | -2 | -9 | 4 | 8 | 17
O=C(NCc1nnnn1-c1ccccc1)c1ccc2ccccc2c1 | 0 | i | 4 | -4 | -1 | 6 | 3 | -2 | 12
COc1cc2c(cc1OC)C(c1ccccc1Cl)N(C)CC2 (configuration not stated) | -1 | i | 3 | -1 | -2 | 7 | -3 | -3 | 13
Cc1cc(C(=O)Nc2cccc3ccccc23)oc1C | -6 | i | -4 | 4 | -2 | -1 | 1 | -3 | 22

Remaining list, next part
SMILES | FAS TE block | Neddylation inh | E coli Lon inh | Rin1-Abl PPI inh | bovine MsrA act | PABP1 MLLE inh | MT1-MMP act inh | CendR NRP1 mod | SKN-1 inh
COc1ccc(CNC(=O)Cc2cccs2)cc1OC | -5 | i | -2 | 5 | -1 | 17 | -3 | -2 | -6
COc1ccccc1N1CCN(C(=O)CCNC(=O)c2ccco2)CC1 | -6 | i | 12 | 4 | -7 | -6 | -2 | 3 | -7
Cn1c(-c2ccccc2)cnc1SCc1nc2ccccc2c(=O)[nH]1 | -1 | i | 2 | -2 | -11 | -111 | 4 | -2 | -16
CC1CCc2c(C(=O)Nc3ccccn3)csc2C1 (configuration not stated) | 7 | i | -7 | -2 | -2 | 10 | -3 | 8 | 29
O=C(c1ccco1)N1CCN(C(=O)c2cc(-c3ccccc3F)no2)CC1 | -2 | i | 5 | 1 | -3 | 17 | 2 | 4 | -3
C[C@H](CO)N1C[C@H](C)[C@H](CN(C)Cc2cccc(C(F)(F)F)c2)OCc2ccccc2-c2c(n(C)c3ccccc23)C1=O | -7 | i | -1 | -3 | -6 | 8 | 3 | 5 | -14
COC(=O)CCN(C(=O)c1ccc(Cl)c([N+](=O)[O-])c1)c1ccccn1 | -2 | i | 13 | -2 | -1 | 20 | 4 | 20 | 8
CC(=O)c1c(C)[nH]c(C(=O)OCC(=O)NCc2cccs2)c1C | -2 | i | 2 | -2 | 0 | -15 | -1 | 21* | 6
CCN(CC)S(=O)(=O)c1cc(NC(=O)c2ccc3c(c2)NC(=O)C(C)S3)ccc1C (configuration not stated) | -5 | i | -6 | 1 | 1 | 30 | -7 | 2 | 14
Oc1ccccc1N1CCN(CC(O)COCc2ccccc2Cl)CC1 (configuration not stated) | -9 | i | 2 | 2 | -7 | 5 | 2 | -1 | 5

Three compounds already listed, ordered by their value in MT1-MMP act inh, largest number first.
Molecule | MT1-MMP act inh
O=C(c1ccco1)N1CCN(C(=O)c2cc(-c3ccccc3F)no2)CC1 | 2
Cc1cccc(NC(=O)NCC(F)(F)F)n1 | -3
O=C(NC1CCCCC1)C(c1ccccc1)n1c(=O)c(-c2cc3ccccc3[nH]2)nc2ccccc21 (configuration not stated) | -10

(further entries)
SMILES | FAS TE block | Neddylation inh | E coli Lon inh | Rin1-Abl PPI inh | bovine MsrA act | PABP1 MLLE inh | MT1-MMP act inh | CendR NRP1 mod | SKN-1 inh
CCn1c(=S)sc2c(=O)n(-c3ccccc3)c(SCC(=O)NCc3ccco3)nc21 | 18 | i | 5 | -1 | -11 | 6 | -3 | -6 | -5
CCC1CCCCN1C(=O)CSc1nc(N)cc(N)n1 (configuration not stated) | -13 | i | 5 | -2 | -6 | 22 | -4 | -4 | -3
O=C(NCc1ccccc1)c1ncn(Cc2ccccc2)c1C(=O)NCc1ccccc1 | 11 | i | -5 | -1 | -2 | 13 | 3 | -7 | 9
O=C(CCc1nc2ccccc2s1)OCc1ccccc1 | 11 | i | -9 | 0 | -2 | 10 | 2 | -10 | 0
CCN(CC)C(=O)C1=C(C)N(Cc2ccc(F)cc2)C(=O)C(CC(=O)NCC2CCCCC2)C1 (configuration not stated) | -1 | i | 1 | 1 | 0 | 3 | 2 | 4 | 0
CC1(C(=O)NS(=O)(=O)c2cccc(F)c2)CCN1C(=O)c1ccccc1CCc1ccccc1 (configuration not stated) | -1 | i | 8 | -3 | 0 | 14 | 3 | -13 | 6
COc1ccc(N2CCN(c3nc4ccccc4nc3NS(=O)(=O)c3ccccc3)CC2)cc1 | -2 | i | -3 | 0 | -12 | -6 | -3 | -2 | -8

High-throughput results deposited in PubChem BioAssay by several laboratories.

Not a hit list; about 4% have a hit in one of these screens.
